Tb PFK inh: T. brucei PFK enzyme inhibition; O15648; T. brucei PFK, ADP-Glo luminescence; Potency, µM (highest dose often 57.5 µM), inactives show at the highest dose activity, negative = inhibition, most hits filed as inhibitors; 0.17% of 330,000 active;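 also: potency is read from the fitted curve at half-maximal effect; 0% = uninhibited 1x PFK enzyme wells and -100% = no-enzyme wells; nearly all actives have a fitted effect of over 60% in size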
Target sequence (O15648 whole entry, looked up): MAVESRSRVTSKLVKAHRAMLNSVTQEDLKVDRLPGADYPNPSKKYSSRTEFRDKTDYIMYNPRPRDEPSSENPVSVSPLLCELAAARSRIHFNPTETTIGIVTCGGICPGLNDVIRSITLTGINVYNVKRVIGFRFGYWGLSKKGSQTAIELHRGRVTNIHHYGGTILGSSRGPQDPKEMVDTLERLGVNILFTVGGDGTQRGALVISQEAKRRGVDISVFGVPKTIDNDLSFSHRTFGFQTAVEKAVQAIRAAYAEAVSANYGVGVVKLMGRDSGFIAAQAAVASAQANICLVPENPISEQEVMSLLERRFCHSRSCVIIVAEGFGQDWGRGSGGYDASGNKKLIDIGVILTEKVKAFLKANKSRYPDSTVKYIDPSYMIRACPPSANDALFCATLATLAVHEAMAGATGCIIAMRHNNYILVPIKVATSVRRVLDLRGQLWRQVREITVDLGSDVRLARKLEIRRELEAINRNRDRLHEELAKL
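Compounds were pin-transferred as a titration series up to 57 uM into substrate buffer (0.5 mM F6P, 0.1 mM ATP, pH 8.0), then 1.25 nM PFK was added and reactions ran 45 min before ADP-Glo detection.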
Rab9 prom act: activates the Rab9 promoter; Huh7 Rab9 promoter-luciferase reporter, luminescence, 24 h; Potency, µM (doses to about 9.22 µM), for inactives: at the top dose activation, negative = inhibition, usual class: activators; 2.8% of 320,000 active; also: potency is read from the fitted curve at half-maximal effect; % of control where 0% means no effect; nearly all actives have a fitted effect of over 60% in size
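Stable Rab9-luc Huh7, 1500 cells/well, 2 h settle; cmpd in DMSO, 24 h, 37 °C/5% CO2; luciferase reagent 10 min RT; luminescence.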
Giardia killer: kills Giardia lamblia. Giardia lamblia trophozoite viability. AID 540267. 0.15% of 340,000 active. activity change, % at 7.66 µM, hits read low; in the data active = activity change below about -80%; inconclusive = between about -30% and that limit;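 also: parasites exposed to compound for two days anaerobically before the ATP read; % is scaled to controls: 0 for no effect and ±100 for the full control effect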
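Trophozoites 100 cells/well + cpd; 48 hrs, 37 deg C, anaerobic. ATPLite 1-Step added, 15-30 min RT, luminescence read (ATP-based viability).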
uPA surface inh: cell surface uPA generation inhibition | cell surface uPA generation assay, qHTS | Potency, µM (highest dose often 38.3 µM), for the others: top-dose activity change, negative = inhibition, hits mostly inhibitors | 0.31% of 330,000 active | AID 540303; active = well fitted inhibition curve with a large enough effect; inconclusive = small, poorly fitted or top-dose-only effect; inactive = no such curve, though single readings can be large or run the other way; tested in mouse RAW 264.7 cells; also: potency is read from the fitted curve at half-maximal effect; % is scaled to controls: 0 for no effect and ±100 for the full control effect; nearly all actives have a fitted effect of over 55% in size
KCNH2 3.1 inh: inhibitors of human KCNH2 3.1 potassium channel isoform | U2OS KCNH2 3.1, thallium flux FluxOr; stronger effect = lower value | activity change, % (tested at about 1.8 µM) | 0.95% of 340,000 active | AID 720553;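 active = maximum activity change below -70%; inconclusive = maximum activity change from -70% to -50%; inactive = maximum activity change above -50%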;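 also: thallium influx rate constant from kinetic fluorescence after stimulation buffer; % is scaled to controls: 0 for no effect and ±100 for the full control effect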
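Steps: virus added to U2OS suspension (4 h, RT, dark); medium with 10% FBS added, cells plated, 37 C overnight; FluxOr/Red40 loading buffer 45 min RT; stimulation buffer, 2 min kinetic read; rate constant normalized.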
VP16 counter: counter-screen for ROR gamma inhibitors: Gal4-VP16 reporter; Potency, µM (doses to about 53.6 µM), for the others: top-dose activity, negative = inhibition, usual class: inhibitors; AID 2546; 3.5% of 310,000 active; Drosophila S2 Gal4-VP16 UAS-luciferase, luminescence, 20 h;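 also: Gal4-VP16 expression switched on by copper sulfate through the metallothionein promoter; potency is read from the fitted curve at half-maximal effect; % is scaled to controls: 0 for no effect and ±100 for the full control effect; nearly all actives have a fitted effect of over 50% in size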
ELG1 genotoxic: inducers of genotoxicity in HEK293T ELG1-luciferase cells. HEK293T ELG1-luciferase reporter, luminescence, 16 h. Potency, µM (top dose mostly 46 µM), for the others: at the top dose activity change, positive = activation, usual class: activators. 1.3% of 330,000 active; also: potency is read from the fitted curve at half-maximal effect; % of control where 0% means no effect; nearly all actives have a fitted effect of over 60% in size
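HEK293T cells expressing luciferase-tagged ELG1 were exposed to compound or DMSO vehicle for 16 hr at 37 °C and 5% CO2. Luciferase activity was then measured with ONE-Glo after 30 min at room temperature.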
RORg inh: blocks mouse ROR gamma transcriptional activity | 5.4% of 310,000 active | Drosophila S2 Gal4-RORgamma UAS-luciferase reporter, 20 h | AID 2551 | Potency, µM (highest dose often 53.6 µM), for inactives: at the top dose activity change, negative = inhibition, most hits filed as inhibitors; also: potency is read from the fitted curve at half-maximal effect; % is scaled to controls: 0 for no effect and ±100 for the full control effect; nearly all actives have a fitted effect of over 60% in size
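Luminescence from a UAS-regulated Photinus luciferase reporter in stably transfected Drosophila Schneider cells is measured; decreased signal marks ROR gamma inhibition. Fusion expression is induced by 700 uM copper sulfate for 20 hr.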
NPC1 promoter act: activators of NPC1 promoter | Huh7 NPC1 promoter luciferase reporter, 24 h | Potency, µM (titrated, usually from 9.22 µM), without a hit: at the top dose activation, actives largely listed as activators | 2.4% of 320,000 active | AID 485313;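 also: potency is read from the fitted curve at half-maximal effect; % of control where 0% means no effect; nearly all actives have a fitted effect of over 60% in size; reporter is driven by a mutant NPC1 promoter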
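Huh7 reporter cells (NPC1 promoter driving luciferase) are dosed with compound for 24 h at 37 °C, 5% CO2; luciferase detection reagent is then added and luminescence measured after 10 min at ambient temperature.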
FLuc modulator: firefly luciferase modulation, counter-screen for miR-21 project | purified FLuc, Km substrates, luminescence inhibition | Potency, µM (titrated, usually from 57.5 µM), for the others: at the highest dose activity change, negative = inhibition, actives largely listed as inhibitors | 6.9% of 360,000 active | AID 588342;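 also: potency is read from the fitted curve at half-maximal effect; plate controls were vehicle for no effect and reference inhibitor for full effect; nearly all actives have a fitted effect of over 55% in size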
Target sequence (P08659 whole entry, looked up): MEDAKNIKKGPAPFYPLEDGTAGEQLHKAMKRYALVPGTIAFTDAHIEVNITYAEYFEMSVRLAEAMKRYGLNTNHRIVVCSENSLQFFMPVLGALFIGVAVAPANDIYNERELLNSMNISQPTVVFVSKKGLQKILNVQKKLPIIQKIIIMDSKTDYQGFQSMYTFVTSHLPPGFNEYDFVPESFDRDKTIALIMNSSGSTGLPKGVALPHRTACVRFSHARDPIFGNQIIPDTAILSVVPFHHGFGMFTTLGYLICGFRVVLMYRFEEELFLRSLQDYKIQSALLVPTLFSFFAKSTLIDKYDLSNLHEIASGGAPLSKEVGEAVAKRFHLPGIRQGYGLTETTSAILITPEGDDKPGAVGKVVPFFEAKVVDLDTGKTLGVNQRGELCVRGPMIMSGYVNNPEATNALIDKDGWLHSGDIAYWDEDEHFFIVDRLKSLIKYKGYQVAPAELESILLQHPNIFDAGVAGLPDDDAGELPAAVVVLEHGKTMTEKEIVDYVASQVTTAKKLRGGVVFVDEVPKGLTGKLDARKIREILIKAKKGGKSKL
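Biochemical qHTS of compounds, final roughly 60 µM downward over six points, against 10 nM purified firefly luciferase using Km concentrations of substrates (10 uM D-luciferin, 10 uM ATP) in Tris acetate pH 7.5 buffer; luminescence output.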
FBPA coupling cs: inhibits coupling enzyme system, counter-screen for aldolase hits | 0.67% of 290,000 active | AID 2472 | activity change, negative = inhibition, % at 58.2 µM, hits read low | coupling enzyme system counterscreen, AmpLite Red fluorescence; in the data active = activity change below about -30%; also: % is scaled to controls: 0 for no effect and ±100 for the full control effect
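Final compound at 57.5 uM, incubated 10 min at RT with coupling enzyme reagent (glyceraldehyde-3-phosphate), then 20 min with substrate and AmpLite Red detection. Fluorescence read at 525/598 nm; tests interference with the coupling assay, not aldolase inhibition.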
* hit, by the source's call; u = inconclusive; x = not tested or not shown; & = joins results of further samples; [ ] = another dose, or the depositor's remark. Unless noted, calls follow the shape of the dose curve; as a rule, active = well fitted curve in the direction sought with a large enough effect; inconclusive = small, poorly fitted or top-dose-only effect, or another doubt; inactive = no such curve, though single readings can be large; an effect the other way counts as inactive or inconclusive.

entry	Compound	Tb PFK inh	Rab9 prom act	Giardia killer	uPA surface inh	KCNH2 3.1 inh	VP16 counter
1	Cc1ccc(-n2ncc3c(NCc4cccnc4)ncnc32)c(C)c1	-2%	-22%	-1	-3%	1	18µM*
2	COc1ccccc1N(C)S(=O)(=O)c1ccc(C(=O)OCC(=O)Nc2ccccc2F)cc1	-3%	-2%	6	2%	7	-15%
3	CNc1nc(Oc2ccc(=O)n(C)n2)nc(N2CCOCC2)n1	-1%	-9%	u	-7%	3	-7%
4	CCn1c(=Nc2ccc(N3CCOCC3)cc2)ccc2ccccc21	7%	-5%	-14	4%	-16	9%
5	O=C(CN1C(=O)NC2(CCCc3ccccc32)C1=O)NCc1ccc(Cl)cc1Cl (stereo not given)	-1%	0%	u	-31%	8	x
6	COc1ccc(CN2CCN(Cc3c[nH]c4ccccc34)CC2CCO)c(F)c1 (stereo not given)	1%	0%	-3	-7%	-24	-3%
7	O=C(/C=C/c1cccs1)NC(=S)NNC(=O)Cc1cccs1	-5%	-5%	-4	7%	3	u
8	CCc1ccc(Sc2cc(C(=O)NCCN3CCOCC3)c3ccccc3n2)cc1	5%	-3%	-1	-3%	u	0%
9	NC1=C([N+](=O)[O-])C(c2ccc3c(c2)OCO3)C2=C(CCCC2=O)O1 (stereo not given)	1%	-5%	-6	5%	24	-3%
10	CCOC(=O)c1c(C)nc(C(Cl)(Cl)Cl)nc1N	-8%	-10%	-12	-3%	-19	-15%
11	Cc1ccc(SCC(=O)NC(=O)Nc2ccc3c(c2)OCCO3)cc1C	0%	-9%	0	0%	1	-1%
12	CCOc1ccc(NC(=O)COC(=O)c2ccc3c(c2)OCO3)cc1	8%	-6%	17	6%	4	x

entry	ELG1 genotoxic	RORg inh	NPC1 promoter act	FLuc modulator	FBPA coupling cs
1	10%	u	-9%	-15%	7
2	-1%	-3%	2%	-5%	-8
3	-2%	1%	2%	2%&-2%	3
4	-3%	2%	-1%	-16%	0
5	0%	x	1%	0%	2
6	-8%	4%	u	7%	1
7	6%	11µM*	-3%	-2%	-3
8	-4%	37%	-2%	3%	-1
9	1%	-11%	-2%	-3%	0
10	11%	u	-1%	u	1
11	2%	39%	0%	0%	0
12	3%	x	-3%	-1%	x

(more compounds)
entry	Compound	Tb PFK inh	Rab9 prom act	Giardia killer	uPA surface inh	KCNH2 3.1 inh	VP16 counter
13	CS(=O)Cc1cc(Oc2ccccc2)nc(-c2ccncc2)n1 (stereo not given)	1%	0%	-3	6%	-3	-11%
14	O=C(CC(Cc1ccccc1)c1ccco1)NC1CCCCC1 (stereo not given)	-1%	2%	7	0%	-4	17%
15	c1ccc(-c2nnc(CSc3nncs3)o2)cc1	-4%	25%	5	3%	-9	-5%
16	Cn1nc(C(=O)Nc2ccccc2N2CCCC2)c2ccccc2c1=O	-2%	0%	49[activator]	10%	-5	-7%
17	CCOC(=O)C1CCN(C(=O)CCS(=O)(=O)c2ccc3c(c2)CCN3C(=O)CC)CC1	0%	-1%	2	-4%	-18	-6%
18	O=c1[nH][nH]c(=O)c2cc(N3CCCC3)ccc12	1%	-7%	9	3%	-3	2%
19	C[C@H]1CC[C@]2(O[C@H](CCO)C[C@@H](O)[C@@H]2O)O1	-12%	-2%	0	0%	-1	4%
20	N#C/C(=C\c1ccccc1)C(=O)Nc1cccnc1	4%	10%	3	10%	2	-6%
21	COc1ccc(CNC(=O)COC(=O)/C=C/c2cccs2)cc1	-2%	-7%	-11	0%	7	-9%
22	Cc1n[nH]c(C)c1S(=O)(=O)N1CCC(C(=O)Nc2cccc(F)c2)CC1	0%	2%	11	2%	-5	4%
23	Cc1c(NC(=S)NC(C)(C)C)c(=O)n(-c2ccccc2)n1C	0%	3%	-2	3%	-12	4%
24	COc1ccc(N2CCN(C(=O)CCc3ccccc3)CC2)cc1	3%	-3%	-10	-2%	-11	-1%

entry	ELG1 genotoxic	RORg inh	NPC1 promoter act	FLuc modulator	FBPA coupling cs
13	-3%	-17%	7%	0%	5
14	-1%	6%	-3%	-2%	3
15	23µM*	45%	28%	u	2
16	-19%	u	8%	-1%	x
17	-3%	1%	-6%	2%	1
18	5%	1%	-5%	-13%	0
19	2%	0%	-2%	1%	-1
20	-2%	-10%	0%	u	3
21	1%	-7%	-1%	-3%	-5
22	-2%	u	-1%	1%	3
23	2%	-1%	-3%	2%	-3
24	-1%	-2%	-2%	4%	0

Next section:
entry	Compound	Tb PFK inh	Rab9 prom act	Giardia killer	uPA surface inh	KCNH2 3.1 inh	VP16 counter
25	Cc1c(C(N)=O)sc(N)c1C(=O)OC(C)C	3%	-4%	5	2%	11	14%
26	O=C(C(F)C(F)(F)F)N1CCN(c2ccccc2)CC1 (stereo not given)	0%	10%	8	0%	-4	1%
27	COC(=O)c1nn(-c2ccccc2)c(=O)cc1O	0%	-7%	22	2%	17	-4%
28	O=C(CSc1ccccc1)N1CCCC(N2CCN(c3ccc(F)cc3)CC2)C1 (stereo not given)	-2%	-5%	-9	1%	-23	-6%
29	CCOc1ccc(NC(=O)CN(c2cccc(C(F)(F)F)c2)S(C)(=O)=O)cc1	1%	-7%	-2	2%	0	-4%
30	O=C(NCc1ccccn1)C(=O)NCC1OCCN1S(=O)(=O)c1ccc(Br)cc1 (stereo not given)	-2%	-25%	6	6%	4	25µM*
31	COC(=O)C1=CN(c2ccc(F)c(F)c2)C=C(C(=O)OC)C1c1ccc([N+](=O)[O-])cc1	1%	-1%	-5	2%	-21	-4%
32	O=C(Nc1ccc2c(c1)OCO2)c1ccc[n+]([O-])c1	0%	7%	-9	3%	9	3%
33	CSc1ncccc1C(=O)OCC(=O)N1CC(=O)Nc2ccccc21	-6%	-7%	-14	-26%	7	x
34	Cc1cccc(NC(=O)c2ccc(COc3ccc4ccccc4c3)o2)n1	-1%	5%	2	-6%	19	4%
35	O=C(Nc1ccc2c(c1)OCO2)C1CCN(Cc2cnn(-c3ccccc3)c2-n2cccc2)CC1	2%	0%	15	-7%	-2	1%
36	COc1cccc(C(=O)COc2ccc(NC(=O)c3cccs3)cc2)c1	0%	-1%	-8	-7%	13	-11%

entry	ELG1 genotoxic	RORg inh	NPC1 promoter act	FLuc modulator	FBPA coupling cs
25	5%	19%	-3%	-2%	0
26	1%	12%	1%	-1%	1
27	7%	-9%	-1%	-1%	0
28	-11%	30%	19%	2%	x
29	-10%	5%	0%	0%	-4
30	-2%	34%	-24%	-1%	x
31	1%	-7%	-11%	-1%	-4
32	1%	-11%	-4%	1%	0
33	3%	x	-3%	-1%	x
34	-1%	43%	14%	u	-3
35	0%	16%	-4%	2%	-1
36	-19%	u	4%	8.5µM*	x

Profiles, quoted from the list. Order of values: Tb PFK inh	Rab9 prom act	Giardia killer	uPA surface inh	KCNH2 3.1 inh	VP16 counter	ELG1 genotoxic	RORg inh	NPC1 promoter act	FLuc modulator	FBPA coupling cs
Cc1c(C(N)=O)sc(N)c1C(=O)OC(C)C reads 3%	-4%	5	2%	11	14%	5%	19%	-3%	-2%	0
O=C(Nc1ccc2c(c1)OCO2)c1ccc[n+]([O-])c1 reads 0%	7%	-9	3%	9	3%	1%	-11%	-4%	1%	0
COC(=O)C1=CN(c2ccc(F)c(F)c2)C=C(C(=O)OC)C1c1ccc([N+](=O)[O-])cc1 reads 1%	-1%	-5	2%	-21	-4%	1%	-7%	-11%	-1%	-4

(more compounds)
entry	Compound	Tb PFK inh	Rab9 prom act	Giardia killer	uPA surface inh	KCNH2 3.1 inh	VP16 counter
37	Cc1cc(C)cc(OCc2nnc(SCC(=O)c3ccc(Br)cc3)o2)c1	24%	2%	5	6%	4	u
38	Cc1c(C(=O)OCC(=O)N2CCCC2=O)oc2ccccc12	1%	-5%	-25	-1%	-4	x
39	CN1CCN(C(c2ccc(F)cc2)c2nnnn2Cc2cccs2)CC1 (stereo not given)	-1%	3%	-8	4%	-32	-7%
40	Cc1ccccc1OCc1nnc(SC(C)C(=O)O)n1Cc1ccccc1 (stereo not given)	21%	-1%	-8	6%	18	4%
41	O=C(Nc1ccc(C(=O)O)cc1)/C(=C\c1ccccc1)NC(=O)c1ccc(Br)cc1	-1%	0%	-6	-2%	13	-2%
42	N#Cc1ccccc1OCC(=O)OCC(=O)NC1CCCC1	-3%	3%	-6	15%	-4	x
43	Clc1ccc(C2=Nn3c(nnc3-c3cccnc3)SC2)s1	-1%	0%	6	5%	-8	0%

entry	ELG1 genotoxic	RORg inh	NPC1 promoter act	FLuc modulator	FBPA coupling cs
37	-1%	u	-3%	0%	-7
38	0%	x	-4%	17µM*	x
39	-7%	1%	0%	3%	1
40	0%	-40%	-9%	-23%	19
41	14%	9%	-3%	0%	x
42	2%	x	-4%	x	x
43	1%	12%	-4%	0%	-2

Source: PubChem BioAssay
